# tim23-1 inh – growth inhibitors of tim23-1 mutant yeast, primary screen, luminescence, uHTS; actives 1.3% (n = 330,000); S. cerevisiae tim23-1 growth, BacTiter-Glo luminescence, 24 h; inhibition, % at 20 µM; AID 463212, 2010;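 active means growth inhibition of the mutant yeast at or above 50%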;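 further: temperature-sensitive mutant grown at 25 °C; plate controls were DMSO-treated mutant yeast for no effect and medium wells lacking yeast for full effect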
# CCR6 antagonist – CCR6 receptor antagonists, primary screen, cell-based, CHO-K1, luminescence, beta-arrestin, uHTS | C-C chemokine receptor type 6 (Homo sapiens), P51684 | CHO-K1 CCR6 PathHunter beta-arrestin, CCL20-stimulated | inhibition, % at 20 µM | actives 0.49% (n = 340,000) | AID 493098, 2011;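 active means compounds whose inhibition of the agonist-driven luminescence signal at 20 µM reaches about 50%, limit read from the data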;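 further: cells stimulated with CCL20 at 14 nM final; plate controls were DMSO with CCL20 for no effect and DMSO without agonist for full effect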
# EBI2 block – EBI2 receptor antagonists, beta-arrestin recruitment, primary screen, cell-based, luminescence, 7a,25-OHC stimulation, uHTS; G-protein coupled receptor 183 (Homo sapiens), P32249; 7a,25-OHC stimulated; inhibition, % at 5 µM; actives 0.81% (n = 360,000); AID 651636, 2012; in the data active means inhibition above about 38%;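 further: enzyme fragment complementation signal reports receptor beta-arrestin coupling in cells; 0% = agonist plus DMSO wells and 100% = wells without agonist; some results beyond the cut were filed as inactive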
# Target sequence (P32249 whole entry, looked up, the tested form may be a part): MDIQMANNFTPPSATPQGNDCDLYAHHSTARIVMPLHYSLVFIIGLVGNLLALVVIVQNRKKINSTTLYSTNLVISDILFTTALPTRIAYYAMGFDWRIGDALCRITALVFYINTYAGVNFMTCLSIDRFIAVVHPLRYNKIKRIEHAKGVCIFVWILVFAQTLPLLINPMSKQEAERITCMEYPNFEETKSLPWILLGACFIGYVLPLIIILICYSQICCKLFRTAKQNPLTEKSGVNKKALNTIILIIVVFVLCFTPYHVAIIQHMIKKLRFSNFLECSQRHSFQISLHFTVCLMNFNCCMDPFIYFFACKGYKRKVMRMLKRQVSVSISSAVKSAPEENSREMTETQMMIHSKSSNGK
# APJ antagonist – antagonists of human apelin receptor APJ, primary screen, CHO-K1 cells, beta-arrestin complementation, luminescence; actives 0.32% (n = 330,000); inhibition, % at 20 µM; AID 2521, 2010; P35414;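 active means inhibition above about 40% at 20 µM, limit read from the data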;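 further: cells challenged with 10 nM apelin-13 agonist together with compound; plate controls were apelin-13 plus DMSO wells for no effect and DMSO wells lacking apelin-13 for full effect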
# Target sequence (P35414 whole entry, looked up): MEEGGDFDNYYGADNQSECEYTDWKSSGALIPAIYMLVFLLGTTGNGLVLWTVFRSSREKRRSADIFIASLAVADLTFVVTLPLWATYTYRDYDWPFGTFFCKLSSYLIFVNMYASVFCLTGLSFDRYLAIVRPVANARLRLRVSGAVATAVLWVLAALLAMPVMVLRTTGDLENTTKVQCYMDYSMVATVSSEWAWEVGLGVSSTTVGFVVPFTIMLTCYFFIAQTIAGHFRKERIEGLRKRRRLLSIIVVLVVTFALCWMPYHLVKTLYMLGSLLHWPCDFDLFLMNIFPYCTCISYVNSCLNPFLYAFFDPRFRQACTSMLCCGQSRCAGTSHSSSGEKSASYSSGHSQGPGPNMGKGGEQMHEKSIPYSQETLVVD
# CXCR6 inh – CXCR6 receptor inhibitors, primary screen, cell-based, beta-arrestin, luminescence, CHO-K1 PathHunter, 1536-well; actives 0.36% (n = 360,000); inhibition, % at 20 µM; AID 602244, 2012; in the data active means inhibition above about 34%, passing the limit was not always enough;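 further: antagonist mode with CXCL16 agonist at 10 nM final; 0% = 10 nM CXCL16 with DMSO and 100% = unstimulated wells without agonist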
# Target sequence (O00574 whole entry, looked up): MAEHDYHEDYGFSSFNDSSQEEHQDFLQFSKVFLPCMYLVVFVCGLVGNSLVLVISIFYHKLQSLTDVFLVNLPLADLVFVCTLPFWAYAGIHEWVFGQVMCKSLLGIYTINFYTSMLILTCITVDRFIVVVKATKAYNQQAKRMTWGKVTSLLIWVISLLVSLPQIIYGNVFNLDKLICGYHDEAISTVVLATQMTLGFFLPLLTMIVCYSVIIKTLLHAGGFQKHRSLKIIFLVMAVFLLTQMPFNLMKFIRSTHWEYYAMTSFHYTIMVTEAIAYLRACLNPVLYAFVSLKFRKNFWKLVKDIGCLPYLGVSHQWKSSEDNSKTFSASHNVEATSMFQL
# CHOP UPR activ – activators of apoptotic CHOP UPR arm, primary screen, cell-based, CHO-CHOP luciferase reporter, luminescence, uHTS. actives 0.34% (n = 330,000). UPR activation; percent of tunicamycin response over DMSO baseline. AID 449763, 2010. activation, % at 10 µM;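 active means at 10 µM dose, activation of 40% or more, normalized to positive control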;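 further: 100% = tunicamycin at 10 µg/mL and 0% = DMSO alone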
#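 Test system: CHO-CHOP cells, stable luciferase reporter of PERK-eIF2a-CHOP signalling | Quantity: 500 CHO-CHOP cells per well | Buffer or medium: F12 plus 10% serum | Compound dosing: 10 µM single point, 0.5% DMSO | Schedule: 6 h compound treatment, 37 °C | Signal: Luciferase luminescence | Control set: Tunicamycin high control, DMSO low control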
# XBP1 UPR activ – activators of adaptive XBP1 UPR arm, primary screen, cell-based, CHO-XBP1 luciferase reporter, luminescence, uHTS; actives 0.33% (n = 330,000); AID 463104, 2010; IRE1-XBP1 UPR activation; percent of tunicamycin response, DMSO as zero; activation, % at 20 µM;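 active means versus positive control, 20 µM dose yields 30% or more activation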;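 further: 100% = tunicamycin at 10 µg/mL and 0% = DMSO only wells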
#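 Test system: CHO-XBP1 luciferase reporter cells | Buffer or medium: Serum-containing F12 medium, 10% FBS | Schedule: 6 h compound exposure at 37 °C, 5% CO2 | Detection: Steady-Glo luciferase glow luminescence, 10 min after reagent addition | Read-out basis: Activation, % of tunicamycin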
# APJ agonist – agonists of human apelin receptor APJ, primary screen, CHO-K1 cells, PathHunter beta-arrestin, luminescence; P35414; 0% DMSO wells, 100% apelin; activation, % at 20 µM; actives 0.11% (n = 330,000); AID 2520, 2010;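 active means activation more than six SD over the plate average, tested at 20 µM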;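 further: 0% = DMSO alone and 100% = apelin-13 at 10 nM; some results filed as inactive read as strong as hits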
#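 Test system: CHO-K1 APJ beta-arrestin complementation cell line. Amount: cell density 1000 per well. Controls: DMSO negative, 10 nM Apelin-13 positive. Signal: luminescent beta-gal fragment complementation, chemiluminescent substrate. Read-out basis: agonist-driven arrestin binding to APJ. Timing: compound stimulation 90 min at 25 °C, detection 60 min.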
# Mdm2-MdmX inh – inhibitors of human Mdm2-MdmX association, primary screen, cell-based, luminescence, split luciferase, SaOS-2, uHTS; Protein Mdm4 (Homo sapiens) + E3 ubiquitin-protein ligase Mdm2 (Homo sapiens), …; SaOS-2 split-luciferase Mdm2/MdmX complementation; inhibition, % at 8 µM; actives 3% (n = 330,000);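 active means inhibition of at least 50% at 8 µM in the primary screen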
# Active calls of the source: *; . = no result given.
SMILES,tim23-1 inh,CCR6 antagonist,EBI2 block,APJ antagonist,CXCR6 inh,CHOP UPR activ,XBP1 UPR activ,APJ agonist,Mdm2-MdmX inh
CCOc1cc(CNC2CCCC2)ccc1OCc1ccccc1Cl,-10,4,-6,3,-7,1.7,0,-5,32
CN(C)S(=O)(=O)c1ccc(N2CCCC2)c(C(=O)NCC2CCCO2)c1 (stereo unspecified),-19,4,-7,17,1,0.6,-1,3,12
CC1=NN(C(N)=S)C(=O)C1N=Nc1ccc([N+](=O)[O-])cc1 (stereo unspecified),6,75*,7,50*,46*,1.9,-4,-10,-21
CC(=O)Nc1ccc2oc(-c3ccccc3)nc2c1,17,-5,-5,-2,5,0.4,1,-2,-98
Cc1ccc(-c2noc(CCC(=O)Nc3cccc(C#N)c3)n2)cc1,13,10,-3,9,12,-1.8,-2,5,-3
C#Cc1ccc([C@H]2C=C(C(=O)O)O[C@@H](OCc3ccc(CO)cc3)C2)cc1,4,0,-9,10,-15,1.3,2,-1,0
CCOC(=O)C1=C(COC(=O)CNC(=O)c2cc(OC)c(OC)c(OC)c2)NC(=O)NC1C (stereo unspecified),2,-6,4,2,-1,0.8,0,-2,5
COC(=O)C1CCN(C(=O)COC(=O)CNC(=O)c2ccc(Cl)cc2Cl)CC1,1,8,-6,1,4,-0.7,-3,-2,9
O=C(CONS(=O)(=O)c1ccc(Cl)cc1)NCCNc1ncc(C(F)(F)F)cc1Cl,14,-6,6,-15,-3,-1.5,4,1,-10
CSc1cc(C)[nH]c(=O)n1,6,8,2,2,-1,-0.1,2,-1,8
O=c1c2c(nc3cc(-c4ccccc4Cl)[nH]n13)CCS2,9,3,-6,1,-2,1.7,-1,-2,-55
O=C(c1cn(-c2ccccc2)nc1-c1cc2ccccc2oc1=O)N1CCOCC1,18,6,-6,-7,-7,0.1,-1,-2,-8
O=C(CCS(=O)(=O)Cc1ccccc1)NCC1CCCO1 (stereo unspecified),11,5,-15,21,2,-2.0,-1,-2,8
Cc1nc2cccc(C(=O)NC3CCCCC3)c2o1,4,-9,3,13,6,0.1,-1,0,5
O=C(NCc1ccccc1)C1CCCN1C(=O)Nc1ccccc1[N+](=O)[O-] (stereo unspecified),-2,-7,-1,9,-12,1.2,-8,1,3
Cc1cccc(NC(=O)Cc2noc3ccccc23)c1C,3,9,-10,-6,-7,4.4,0,0,-5
CC(C)=C1C2CCC1C1C(=O)N(c3nc(-c4ccccc4)c(C)s3)C(=O)C21 (stereo unspecified),37,22,16,-18,-4,3.3,-3,4,3
COc1ccc(NC(=O)O/N=C/c2ccc(N(C)C)cc2)cc1,16,4,34,-29,-2,23,6,1,3
O=C1c2ccccc2C(=O)c2c1cccc2N1CCN(CCO)CC1,16,5,16,23,0,-3.4,-5,-1,7
CCNC(=O)CC1C(=O)N(c2ccc(C)cc2)C(=O)N1CCc1sccc1C (stereo unspecified),8,-3,-14,9,-12,-2.2,0,0,3

# 3 compounds from above, ordered by SMILES length, largest number first.
SMILES,tim23-1 inh,CCR6 antagonist,EBI2 block,APJ antagonist,CXCR6 inh,CHOP UPR activ,XBP1 UPR activ,APJ agonist,Mdm2-MdmX inh
O=C(c1cn(-c2ccccc2)nc1-c1cc2ccccc2oc1=O)N1CCOCC1,18,6,-6,-7,-7,0.1,-1,-2,-8
O=C(CCS(=O)(=O)Cc1ccccc1)NCC1CCCO1 (stereo unspecified),11,5,-15,21,2,-2.0,-1,-2,8
Cc1cccc(NC(=O)Cc2noc3ccccc23)c1C,3,9,-10,-6,-7,4.4,0,0,-5

# (continued)
SMILES,tim23-1 inh,CCR6 antagonist,EBI2 block,APJ antagonist,CXCR6 inh,CHOP UPR activ,XBP1 UPR activ,APJ agonist,Mdm2-MdmX inh
COc1ccc(-n2nnnc2SCC(=O)c2cc3ccccc3o2)cc1,40,25,-5,0,3,0.8,-1,-2,7
O=S(=O)(NCc1ccccc1)c1ccc(NC(=S)NCc2ccco2)cc1,7,7,2,10,-11,0.8,-4,-1,10
CN1C(C(=O)NCc2ccc(OC(F)(F)F)cc2)CC2Cn3c(nc4cc(Cl)c(Cl)cc43)C21 (stereo unspecified),29,6,15,-51,-1,4.2,-3,6,-2
Cc1cc(C(=O)N(C)CC(=O)Nc2ccc(Cl)c(C(F)(F)F)c2)no1,-4,8,-15,11,-2,0.6,-3,2,-11
O=C(NC(=S)N1CCCCC1c1cccnc1)c1ccc(F)cc1 (stereo unspecified),23,-3,-5,5,2,-1.0,-2,-4,20
COc1ccc2oc(C(=O)OCC(=O)Nc3cc(S(=O)(=O)N4CCOCC4)ccc3C)c(C)c2c1,5,2,6,-8,-2,1.2,0,1,4
Cn1c(SCC(=O)Nc2ccccc2Br)nnc1-c1cnccn1,10,-20,3,-1,-2,1.1,-1,0,-6
N#Cc1cc(Oc2ccc3ccccc3c2)c(-n2nnc3ccccc32)cc1C#N,-8,14,10,7,5,2.1,-2,-4,31
CCCCN(C)CCNC(=O)Cn1c(=O)sc2ccccc21,-6,5,-1,-20,0,-1.7,2,-5,16
Cc1ccc(CN2CCCN(Cc3cc(C)ccc3C)S2(=O)=O)cc1,12,27,-10,8,0,0.5,-1,-2,4
Cc1ccc(C)c(NC(=S)c2nc3ccccc3s2)c1,5,27,-1,16,12,4.4,2,-4,-31
CCN(CC)S(=O)(=O)c1cccc(NC(=O)CN(C)C2CCCCC2)c1,2,9,6,6,6,-0.4,1,-2,-22
O=C(NCCC1CCCCN1S(=O)(=O)c1ccc(F)cc1)C(=O)NCc1ccccn1 (stereo unspecified),16,1,-2,-2,-5,3.2,-2,-3,-25
COc1ccc(OC)c2sc(NNC(=O)C3COc4ccccc4O3)nc12 (stereo unspecified),25,2,-4,5,10,-0.8,-2,-3,18
Cc1cc(SCCC(=O)O)nc2c(C)cccc12,13,-7,-2,-2,3,-0.4,-1,-5,18
O=C(COc1ccccc1)Nc1ccccc1Oc1ccccc1,14,11,13,-5,2,1.0,-2,-5,-4
CCS(=O)(=O)Nc1cccc(-c2ccc3nnc(C)n3n2)c1,3,.,.,-8,.,-1.3,0,-2,39
COc1ccc(-c2nn(-c3ccccc3)cc2CO)cc1,13,31,-10,11,-2,4.4,2,-6,17
CCOC(=O)N1CCc2c(sc3c2c(=O)n(Cc2ccccc2)c(=O)n3CC(=O)NCCOC)C1,-10,7,-1,2,2,0.1,-3,-2,11
CCN(CCNC(=O)C1CCN(S(=O)(=O)c2c(C)noc2C)CC1)c1ccccc1,16,11,2,-6,1,0.5,1,-2,12
CCN(CC)CCCN(Cc1cc2cc3c(cc2[nH]c1=O)OCO3)C(=S)Nc1ccccc1OC,24,-11,-6,-3,0,-0.6,-1,-2,3
O=C1/C(=C/c2ccc([N+](=O)[O-])cc2)Oc2cc(O)ccc21,30,38,-4,30,7,7.4,4,0,10
COc1ccccc1NC(=O)c1oc2ccccc2c1NC(=O)C1CC1,29,9,-10,-28,-9,3.1,-3,0,9
CCOc1ccc(-c2ccc(SCC(=O)N3CCN(c4ccccc4)CC3)nn2)cc1,-2,.,.,6,.,5.6,0,0,11
O=C(NN1CC(=O)N(c2cc(Cl)cc(Cl)c2)CC1=O)c1sccc1Cl,10,0,0,12,10,-1.2,-5,-4,28
O=[N+]([O-])c1ccc(Sc2ccc(Cl)c(Cl)c2)nc1,8,7,6,-14,-11,-2.1,2,2,25
COc1ccc2[nH]c3c(c2c1)CCN1C(=O)C(CC(=O)NCCC2=CCCCC2)C[C@H](C(=O)N2CCOCC2)[C@@]31C (stereo partly specified),20,13,6,.,-2,3.5,1,.,17
O=C(Nc1ccc(Cl)c(S(=O)(=O)N2CCCCC2)c1)c1ccco1,45,4,-9,-28,-8,1.6,1,-3,0
Cc1cc(OCC(=O)Nn2cnnc2)c(C)cc1Br,-4,-8,-10,14,-3,0.7,0,-1,10
COC(=O)CN1C(=O)C2(OCCCO2)c2ccccc21,20,-10,-7,-20,-5,-0.9,1,6,-31
COc1ccsc1NC(=O)OCc1ccc(Cl)cc1,31,12,-4,5,2,4.6,3,-4,-4
O=C(COC(=O)c1cc[n+]([O-])cc1)Nc1ccc(SC(F)F)cc1,-3,1,-18,5,0,3.1,-2,-3,20
CCCc1noc(-c2cccc([N+](=O)[O-])c2)n1,4,-11,1,-6,-2,1.6,1,6,-19
COC(=O)C1=C(O)CSC1=Nc1ccc(C)cc1,16,9,-5,8,26,-0.7,-1,-2,30
COc1ccc(S(=O)(=O)Nc2cccc3c2O[C@H](CN(C)Cc2ccc(Cl)c(Cl)c2)[C@@H](C)CN([C@H](C)CO)C3=O)cc1,8,13,60*,1,1,1.4,-5,-2,33
CCOC(=O)CNC(=O)COc1coc(CN2CCN(c3ccc(F)cc3)CC2)cc1=O,12,-3,-3,18,4,0.0,-4,3,-1
COCCNC(=O)CSc1nc2cc3c(cc2c(=O)n1CCCC(=O)NCCc1ccc(OC)c(OC)c1)OCO3,16,9,-4,9,-1,-0.7,1,-2,2
COc1ncnc(NS(=O)(=O)c2ccc(N)cc2)c1OC,11,11,1,2,-14,1.7,-9,-3,1
CCCCc1cc(=O)oc2cc(C)cc(OCC(=O)O)c12,1,-6,-5,9,-2,-0.9,2,-2,14
CC1CCN(S(=O)(=O)c2cc3c4c(c2)C(C)C(=O)N4CCC3)CC1 (stereo unspecified),12,-9,2,7,-6,0.2,1,-2,24
O=c1c2cnn(-c3ccccc3)c2nnn1/N=C/c1cccnc1,19,-17,2,-27,-1,-1.8,1,-1,-1
Cc1cccc(C)c1C(=NCCN(C)C)c1ccccc1,9,10,-5,11,-5,-1.6,1,-4,3
C=C(C)COc1ccc(-c2nc(N)ncc2-c2ccccc2OC)c(O)c1,41,18,20,8,6,0.9,-2,-2,18
CN(C(=O)CSc1nnc(-c2cccnc2)o1)C1CCCCC1,6,5,2,-6,2,2.8,0,1,15
Cc1ccc(-c2csc3ncn(/N=C/N(C)C)c(=O)c23)o1,7,-8,8,12,4,-2.8,-5,-2,9
O=C(CN1C(=O)NC2(CCc3ccccc3C2)C1=O)NCC(F)(F)F (stereo unspecified),10,7,-3,11,4,1.7,-1,-4,4
COc1ccc(C(=O)NC(=S)SCC(=O)O)cc1,2,10,3,-11,12,-0.7,-2,-2,-2
O=C(Nc1nnc(-c2ccco2)s1)C1CCN(S(=O)(=O)c2ccc(Cl)cc2)CC1,-1,11,3,4,18,1.3,0,-3,19
O=C(CCSc1nc(-c2ccco2)cc(C(F)(F)F)n1)NCC1CCCO1 (stereo unspecified),16,3,-17,16,-2,-0.9,-3,-2,18

# Not all compounds are listed. The share of hits here may be higher or lower than overall.
